# STK33 kin inh: human STK33 kinase inhibition | Q9BYT3 | ADP-Glo luminescence, MBP substrate | inhibition, % at 12.5 µM | 27,000 compounds, 0.44% hits; in the data active = inhibition above about 20%; inconclusive = no clear call, values can overlap the other calls
# Target sequence (Q9BYT3 whole entry, looked up): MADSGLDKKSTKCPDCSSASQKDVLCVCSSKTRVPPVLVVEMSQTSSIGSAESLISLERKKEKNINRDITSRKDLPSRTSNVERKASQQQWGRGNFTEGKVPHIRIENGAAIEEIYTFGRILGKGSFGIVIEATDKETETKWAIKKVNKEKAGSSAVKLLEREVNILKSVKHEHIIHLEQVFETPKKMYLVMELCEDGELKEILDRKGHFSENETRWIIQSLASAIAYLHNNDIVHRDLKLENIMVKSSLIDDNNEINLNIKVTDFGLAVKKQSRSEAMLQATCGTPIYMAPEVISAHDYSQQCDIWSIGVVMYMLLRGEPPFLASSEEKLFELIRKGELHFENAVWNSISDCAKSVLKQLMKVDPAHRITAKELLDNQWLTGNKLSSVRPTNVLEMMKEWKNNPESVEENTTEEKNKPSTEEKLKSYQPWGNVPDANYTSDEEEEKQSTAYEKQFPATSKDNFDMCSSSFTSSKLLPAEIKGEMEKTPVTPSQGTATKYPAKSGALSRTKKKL
# mut p53 react: re-activators of the mutant p53 pathway; SW480 PUMA-promoter luciferase, p53 mutant reactivation; activation, % at 9.98 µM; 28,000 compounds, 1.5% hits; AID 624151; in the data active = activation above about 52%; inconclusive = no clear call, values can overlap the other calls
# Starred values were filed as active, the others as inactive; ? = inconclusive; nt = not tested or not shown. An excerpt. The share of hits here may be higher or lower than overall.
SMILES,STK33 kin inh,mut p53 react
Cc1noc(C)c1NC(=O)Nc1cccc2c1O[C@@H](CN(C)C)[C@@H](C)CN([C@@H](C)CO)C2=O,nt,5
C[C@H]1CCCCO[C@@H](CN(C)C(=O)Nc2ccc(F)cc2)[C@@H](C)CN([C@@H](C)CO)C(=O)c2cc(NC(=O)c3ccncc3)ccc2O1,nt,5
COc1ccccc1S(=O)(=O)N(C)C[C@@H]1OCc2cnnn2CCCC(=O)N([C@H](C)CO)C[C@H]1C,1,-1
C[C@H](CO)N1C[C@H](C)[C@H](CN(C)C(=O)Nc2cccc3ccccc23)Oc2ccc(N(C)C)cc2CC1=O,2,-3
C[C@H](CO)N1C[C@H](C)[C@@H](CN(C)Cc2ccc(Cl)c(Cl)c2)Oc2c(NC(=O)c3ccncc3)cccc2C1=O,nt,-7
COc1ccccc1CN(C)C[C@H]1OCc2cn(nn2)CCCC(=O)N([C@@H](C)CO)C[C@H]1C,0,-10
C[C@H](CO)N1C[C@H](C)[C@H](CN(C)C(=O)Nc2ccccc2)Oc2ccc(NS(=O)(=O)c3ccc(Cl)cc3)cc2C1=O,2,nt
CCCCCc1cc(OC)c2c(c1C(=O)O)OC(C)(C)C(O)C2 (stereo not drawn),0,6
C[C@H]1CN([C@@H](C)CO)C(=O)c2cc(NC(=O)CCCN(C)C)ccc2O[C@H]1CN(C)Cc1ccncc1,0,nt
C[C@H]1CN([C@@H](C)CO)C(=O)Cc2cc(NC(=O)Nc3ccccc3)ccc2O[C@@H]1CN(C)S(=O)(=O)c1cn(C)cn1,-1,nt
C/C=C/c1cnc2c(c1)C(=O)N([C@H](C)CO)C[C@H](C)[C@H](CN(C)CC1CCOCC1)O2,nt,6
Cc1[nH]c2ccccc2c1C(=O)CSc1nc2scc(-c3ccco3)c2c(=O)n1-c1ccccc1,-1,14
COC(=O)c1ccc(CSc2nnc(-c3ccncc3)o2)o1,-1,-8
COC(=O)c1cc(NC(=O)C(C)N(c2ccc(C)cc2)S(C)(=O)=O)ccc1Cl (stereo not drawn),0,5
O=C(NCCCN1CCN(c2ccccc2[N+](=O)[O-])CC1)Nc1ccccc1F,1,14
C[C@@H]1CN([C@@H](C)CO)C(=O)c2cccc(NC(=O)C3CCOCC3)c2O[C@H]1CN(C)C(=O)Nc1ccc2c(c1)OCO2,nt,6
CC(C)CC#Cc1ccc2c(c1)O[C@@H](CN(C)Cc1cccc(F)c1)[C@H](C)CN([C@H](C)CO)S2(=O)=O,nt,-76
Cc1ccc(S(=O)(=O)Nc2ccc3c(c2)C(=O)N([C@H](C)CO)C[C@H](C)[C@H](CN(C)Cc2ccc(Cl)c(Cl)c2)OCCCC[C@@H](C)O3)cc1,6,nt
COc1cc(C[C@@]2(O)C(=O)OC[C@@H]2Cc2ccc(OC)c(OC)c2)ccc1O,3,nt
C[C@@H]1CN([C@@H](C)CO)C(=O)c2cc(NC(=O)Nc3ccc(F)cc3)ccc2O[C@@H]1CN(C)Cc1ccc(C(F)(F)F)cc1,-1,nt
COc1ccc(C(=O)CSc2n[nH]c(C)n2)cc1[N+](=O)[O-],-1,-3
C[C@@H]1CN([C@H](C)CO)C(=O)c2cc(-c3cccc(C#N)c3)cnc2O[C@@H]1CN(C)Cc1cncnc1,nt,8
CCc1cccc(-n2c(-c3ccco3)nc3c(cnn3-c3ccccc3Cl)c2=O)c1,nt,8
CS(=O)(=O)Nc1ccc2c(c1)[C@@H]1C[C@@H](CC(=O)NCc3ccc(-c4ccccc4)cc3)O[C@@H](CO)[C@@H]1O2,nt,-73
CNC[C@@H]1Oc2ccc(NS(=O)(=O)c3cn(C)cn3)cc2CC(=O)N([C@@H](C)CO)C[C@H]1C,nt,4
Cc1ccc(S(=O)(=O)N(C)C[C@@H]2OCCCC[C@@H](C)Oc3ccc(NC(=O)C4CCCCC4)cc3C(=O)N([C@H](C)CO)C[C@@H]2C)cc1,-2,nt
C[C@@H]1CN([C@@H](C)CO)C(=O)c2cccc(NC(=O)Nc3ccc(C(F)(F)F)cc3)c2O[C@H]1CN(C)S(=O)(=O)c1cn(C)cn1,nt,20
C[C@@H]1CCCCO[C@H](CN(C)Cc2ccccc2)[C@@H](C)CN([C@@H](C)CO)C(=O)c2cc(NS(=O)(=O)c3ccccc3)ccc2O1,nt,-2
COc1ccc(NC(=O)Nc2ccc3c(c2)C(=O)N([C@H](C)CO)C[C@H](C)[C@H](CN(C)Cc2ccccc2)O3)cc1,nt,6
CCOC(=O)c1c(NC(=O)C2COc3ccccc3O2)sc(C)c1C (stereo not drawn),-4,9
CCOc1ccc(S(=O)(=O)NCC(=O)O)cc1,0,-4
CNC[C@@H]1Oc2ccc(NC(=O)NC3CCCCC3)cc2C(=O)N([C@@H](C)CO)C[C@H]1C,2,-15
N#CCCN1CCN(Cc2cc(-c3ccccc3)ccc2O)CC1,nt,4
CCCC#Cc1ccc2c(c1)O[C@@H](CN(C)C(=O)c1ccccn1)[C@@H](C)CN([C@@H](C)CO)S2(=O)=O,nt,-1
Cn1c(N2C(=O)c3cccc4cccc(c34)C2=O)nc2ccccc21,0,nt
C[C@@H]1CN([C@H](C)CO)C(=O)Cc2cc(NC(=O)CCN3CCOCC3)ccc2O[C@H]1CN(C)S(=O)(=O)c1ccccc1,-1,6
C[C@@H]1CCCCO[C@@H](CN(C)C(=O)Cc2ccccc2)[C@@H](C)CN([C@H](C)CO)C(=O)c2cc(NS(C)(=O)=O)ccc2O1,-4,1
COCCOC(=O)N1C(=O)[C@@]2(c3ccccc31)[C@H](C(=O)NC[C@H](O)c1ccccc1)[C@H]1C(=O)O[C@H](c3ccccc3)[C@H](c3ccccc3)N1[C@@H]2c1ccc(O)cc1,3,nt
COC(=O)c1ccccc1NC(=O)C1CC(c2cc(Cl)c(OC)cc2OC)=NO1 (stereo not drawn),3,18
COc1ccccc1C#Cc1cnc2c(c1)C(=O)N([C@H](C)CO)C[C@H](C)[C@@H](CN(C)C(C)=O)O2,nt,1

# Copied from the results shown for reference:
SMILES,STK33 kin inh,mut p53 react
COc1ccc(C(=O)CSc2n[nH]c(C)n2)cc1[N+](=O)[O-],-1,-3
C[C@@H]1CN([C@H](C)CO)C(=O)c2cc(-c3cccc(C#N)c3)cnc2O[C@@H]1CN(C)Cc1cncnc1,nt,8
CCc1cccc(-n2c(-c3ccco3)nc3c(cnn3-c3ccccc3Cl)c2=O)c1,nt,8
CS(=O)(=O)Nc1ccc2c(c1)[C@@H]1C[C@@H](CC(=O)NCc3ccc(-c4ccccc4)cc3)O[C@@H](CO)[C@@H]1O2,nt,-73
CNC[C@@H]1Oc2ccc(NS(=O)(=O)c3cn(C)cn3)cc2CC(=O)N([C@@H](C)CO)C[C@H]1C,nt,4
Cc1ccc(S(=O)(=O)N(C)C[C@@H]2OCCCC[C@@H](C)Oc3ccc(NC(=O)C4CCCCC4)cc3C(=O)N([C@H](C)CO)C[C@@H]2C)cc1,-2,nt
C[C@@H]1CN([C@@H](C)CO)C(=O)c2cccc(NC(=O)Nc3ccc(C(F)(F)F)cc3)c2O[C@H]1CN(C)S(=O)(=O)c1cn(C)cn1,nt,20
C[C@@H]1CCCCO[C@H](CN(C)Cc2ccccc2)[C@@H](C)CN([C@@H](C)CO)C(=O)c2cc(NS(=O)(=O)c3ccccc3)ccc2O1,nt,-2
COc1ccc(NC(=O)Nc2ccc3c(c2)C(=O)N([C@H](C)CO)C[C@H](C)[C@H](CN(C)Cc2ccccc2)O3)cc1,nt,6
CCOC(=O)c1c(NC(=O)C2COc3ccccc3O2)sc(C)c1C (stereo not drawn),-4,9
CCOc1ccc(S(=O)(=O)NCC(=O)O)cc1,0,-4
CNC[C@@H]1Oc2ccc(NC(=O)NC3CCCCC3)cc2C(=O)N([C@@H](C)CO)C[C@H]1C,2,-15

# Next part:
SMILES,STK33 kin inh,mut p53 react
COc1ccc(OC)c(S(=O)(=O)N2CCC(C(=O)Nc3c(C)cc(C)cc3C)CC2)c1,0,-9
Cc1ccc(-c2nnc(SCC(=O)Nc3ccccc3OC(F)F)o2)cc1,3,102*
CNC[C@H]1Oc2c(NC(=O)Nc3c(C)noc3C)cccc2C(=O)N([C@H](C)CO)C[C@H]1C,nt,-5
CC(C)CC#Cc1ccc2c(c1)O[C@@H](CN(C)C(=O)CC1CC1)[C@@H](C)CN([C@@H](C)CO)S2(=O)=O,nt,-7
C[C@@H]1CN([C@H](C)CO)C(=O)c2cc(NC(=O)c3ccncc3)ccc2O[C@@H](C)CCCCO[C@H]1CN(C)Cc1ccccc1,nt,12
CN(C)S(=O)(=O)N1CCN(CC(=O)Nc2ccc(F)cc2)CC1,-1,-18
C[N+]1(C)C2CC(OC(=O)[C@@H](CO)c3ccccc3)CC1C1OC12 (stereo partly drawn),?,nt
Cc1noc(C)c1NC(=O)N(C)C[C@@H]1OCCCC[C@H](C)Oc2ccc(NC(=O)c3ccncc3)cc2C(=O)N([C@@H](C)CO)C[C@@H]1C,nt,9
COC(=O)c1c(NC(=O)Cn2cc([N+](=O)[O-])cn2)sc2c1CCCC2,2,39
O=C(Cn1ccc([N+](=O)[O-])n1)Nc1cccnc1,-1,-9
COc1ccc(S(=O)(=O)N(C)C[C@@H]2Oc3ccc(NC(=O)CCC(F)(F)F)cc3C(=O)N([C@H](C)CO)C[C@H]2C)cc1,nt,1
C[C@@H]1CN([C@H](C)CO)C(=O)CCCn2nncc2CO[C@H]1CN(C)C(=O)Nc1ccnc(N2CCOCC2)c1,4,nt
C[C@@H]1CCCCO[C@@H](CN(C)S(=O)(=O)c2cccs2)[C@@H](C)CN([C@@H](C)CO)C(=O)c2cc(NS(C)(=O)=O)ccc2O1,nt,-1
CC(C)NC(=O)N(C)C[C@H]1Oc2ccc(NC(=O)CCN3CCOCC3)cc2CC(=O)N([C@H](C)CO)C[C@@H]1C,nt,-1
COCC#Cc1ccc2c(c1)O[C@H](CN(C)C(=O)c1ccccc1F)[C@H](C)CN([C@H](C)CO)S2(=O)=O,nt,-1
COc1ccc(S(=O)(=O)Nc2cccc3c2O[C@H](CN(C)S(=O)(=O)c2ccccc2)[C@@H](C)CN([C@@H](C)CO)C3=O)cc1,nt,1
Cc1onc(-c2ccccc2Cl)c1C(=O)NCCc1ccc(S(N)(=O)=O)cc1,-3,-9
COc1ccc(S(=O)(=O)N(C)C[C@H]2Oc3ccc(NC(=O)Nc4ccc(C(F)(F)F)cc4)cc3CC(=O)N([C@@H](C)CO)C[C@H]2C)cc1,1,16
C[C@@H]1CN([C@@H](C)CO)C(=O)CCCn2nncc2CO[C@H]1CN(C)Cc1cccc(O)c1,7,nt
Cc1ccc(OCC(=O)Nc2cc(-c3nc4cc(C)c(C)cc4o3)ccc2C)cc1,-6,40
CNC[C@@H]1OCCCC[C@@H](C)Oc2ccc(NC(=O)Nc3cccc4ccccc34)cc2C(=O)N([C@H](C)CO)C[C@@H]1C,4,-3
CCOc1ccc(OCCSc2nc(C)cc(=O)[nH]2)cc1,nt,34
Cc1noc(C)c1S(=O)(=O)Nc1ccc2c(c1)C(=O)N([C@@H](C)CO)C[C@H](C)[C@H](CN(C)Cc1ccncc1)OCCCC[C@H](C)O2,nt,0
CCN(CC(=O)Nc1ccccc1OC)S(=O)(=O)c1ccc(C)cc1,6,17
C[C@@H]1CN([C@H](C)CO)S(=O)(=O)c2ccc(-c3ccc(C(=O)N(C)C)cc3)cc2O[C@@H]1CN(C)Cc1ccc2c(c1)OCO2,nt,-15
COC(=O)c1cc(OC)c(OC)cc1NC(=O)COc1ccc(Cl)cc1Cl,1,-9
CC(C)N1C(=O)[C@@]2(Cc3ccccc31)c1ccccc1C(=O)N(C1CCCCC1)[C@H]2c1ccc(CO)cc1,5,nt
CC(O)c1cccc(NC(=O)C2C3C=CC(C3)C2C(=O)O)c1 (stereo not drawn),-6,16
Cc1noc(C)c1NC(=O)Nc1ccc2c(c1)CC(=O)N([C@@H](C)CO)C[C@H](C)[C@@H](CN(C)S(=O)(=O)c1cccs1)O2,-2,0
CCC1(C)C(=O)C=C2C(=COC(C)=C2C)C1O (stereo not drawn),0,13
C[C@@H]1CN([C@H](C)CO)C(=O)Cc2cc(NC(=O)Cc3ccccc3)ccc2O[C@@H]1CN(C)C,-2,nt
CC(C)NC(=O)N(C)C[C@@H]1Oc2ccc(NS(C)(=O)=O)cc2CC(=O)N([C@H](C)CO)C[C@H]1C,-2,nt
C/C=C/c1cnc2c(c1)C(=O)N([C@H](C)CO)C[C@H](C)[C@H](CN(C)S(=O)(=O)c1ccc(OC)cc1)O2,nt,14
CC1=C(C(=O)Nc2ccccc2C)C(c2cccnc2)n2nc(SCc3ccccc3)nc2N1 (stereo not drawn),-2,-2
O=C(O)CC(C(=O)OC1CCCCC1)N1CCOCC1 (stereo not drawn),-9,-7
COc1ccccc1S(=O)(=O)N(C)C[C@H]1Oc2ncc(-c3ccc(C)cc3)cc2C(=O)N([C@H](C)CO)C[C@H]1C,nt,5
C[C@@H]1CCCCO[C@@H](CN(C)C)[C@H](C)CN([C@H](C)CO)C(=O)c2cc(NS(=O)(=O)c3ccc(Cl)cc3)ccc2O1,nt,0
Cc1ccc([N+](=O)[O-])cc1NC(=O)CSc1nnnn1-c1ccccc1,3,2
Cc1ccc(-c2nc3ccccc3s2)cc1NC(=O)COc1ccc([N+](=O)[O-])cc1,8,-3
CCOC(=O)c1c(NC(=O)C(C)n2nc([N+](=O)[O-])c(Br)c2C)sc2c1CCC2 (stereo not drawn),2,-7
Cc1noc(C)c1S(=O)(=O)N(C)C[C@H]1OCc2cnnn2CCCC(=O)N([C@H](C)CO)C[C@H]1C,8,10
Cc1nc(SCc2csc(C)n2)c2c3c(sc2n1)CCCC3,10,1
Cc1ccc(S(=O)(=O)N(C)C[C@@H]2OCCCC[C@@H](C)Oc3ccc(NS(=O)(=O)c4cccs4)cc3C(=O)N([C@H](C)CO)C[C@@H]2C)cc1,2,nt

# Screening data from PubChem.
